Screening results from PubChem.
TNAP activators: human TNAP enzyme activators, primary screen, biochemical, luminescent, no phosphate acceptor, uHTS (AID 1001) | activation fold at 20 µM, or EC50 in µM where a hit was titrated | purified TNAP, luminescent activation assay, no phosphate acceptor; higher activation fold means a stronger effect | 200,000 compounds, 0.03% hits | Alkaline phosphatase, tissue-nonspecific isozyme (Homo sapiens); in the data active = activation fold from about 3, or a potency from the dose series; inactive = the rest, 99 in 100 with activation fold below about 1.6; also: many of its hits are not listed in these tables
PMI inhibitors: inhibitors of human PMI, primary screen, biochemical, fluorescence intensity, coupled assay (AID 1209) | Mannose-6-phosphate isomerase (Homo sapiens) | purified PMI enzyme, coupled fluorescence intensity; higher % means a stronger effect | inhibition, % at 20 µM, or IC50 in µM where a hit was titrated | 190,000 compounds, 0.42% hits;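 also: plate controls were DMSO vehicle for no effect and wells lacking substrate for full effect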
Insulin prom up: insulin promoter activators in MIN6 cells, imaging, high-content screening, mouse beta cells | MIN6 insulin promoter-GFP reporter; stronger effect = higher value | z-score at 5 µM | 190,000 compounds, 0.3% hits;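 active = z-score above 3 at 5 µM with at least 500 cells counted in the well; inconclusive = wells under 500 cells, flagged as cytotoxic or low count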
SV40 large T antigen: SV40 large T antigen inhibitors, biochemical (AID 1903) | SV40 large T antigen ATPase/helicase inhibition assay; higher % means a stronger effect | inhibition, % at 20 µM, or IC50 in µM where a hit was titrated | 310,000 compounds, 0.39% hits; in the data active = a potency from the dose series; inconclusive = inhibition mostly from about 32% at the one dose, without a potency; inactive = the rest, 99 in 100 with inhibition below about 32%; also: strong numbers were not always called active
PhoP inhibition: inhibitors of PhoP regulon expression, primary screen, Salmonella Typhimurium, GFP reporter (AID 1863). one-dose inhibition, % at 50 µM; IC50 in µM for titrated hits. S. Typhimurium PhoP-regulated promoter GFP reporter, 4 h; higher % means a stronger effect. 300,000 compounds, 0.16% hits;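 active = inhibition over 29.93%, a cutoff 3 SD above the screen mean, later confirmed by dose response; inconclusive = inhibition over 29.93% but no dose response follow-up; inactive = inhibition at most 29.93% or unconfirmed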;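 also: 0% = low Mg2+ inducing control and 100% = high Mg2+ repressing control; strong numbers were not always called active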
ER stress rescue: rescue of cells from ER stress-induced death, primary screen, 384-well, CSM14.1, thapsigargin, ATP luminescence (AID 1222); CSM14.1 thapsigargin-induced death rescue, ATP luminescence; higher % means a stronger effect; cellular ATP content (survival), % at 20 µM; hits with a dose series show EC50 in µM; 190,000 tested, under 10 active;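 active = EC50 below 50 µM in the dose-response confirmation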;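 also: death triggered by thapsigargin at about 15 µM added after 2 h compound pretreatment; cell ATP read after overnight thapsigargin exposure of roughly 18 to 22 hours; normalized against plate controls of thapsigargin alone and 5% DMSO vehicle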
RSV antiviral HEp-2: RSV antiviral activity via CPE protection, HEp-2 cells, primary 10 µM value included (AID 2391); HEp-2 cells, RSV-induced CPE inhibition; higher % means a stronger effect; CPE inhibition, % at 10 µM; hits with a dose series show IC50 in µM; 310,000 compounds, 0.13% hits; in the data active = a potency from the dose series; inconclusive = CPE inhibition mostly from about 23% at the one dose, without a potency; inactive = the rest, 99 in 100 with CPE inhibition below about 21%; also: strong numbers were not always called active
West Nile antiviral: West Nile virus antiviral activity, cell-based, CPE readout (AID 1621). West Nile virus-infected cells, CPE inhibition; higher % means a stronger effect. one-dose CPE inhibition, % at 10 µM; IC50 in µM for titrated hits. 290,000 compounds, 0.02% hits; in the data active = a potency from the dose series; inconclusive = CPE inhibition mostly from about 3.7% at the one dose, without a potency; inactive = the rest, 99 in 100 with CPE inhibition below about 2.2%; also: strong numbers were not always called active
PMI inhibition: human PMI inhibitors, high substrate, primary screen, biochemical, fluorescence intensity, high mannose 6-phosphate (AID 1220); recombinant PMI enzyme, coupled fluorescence intensity; higher % means a stronger effect; inhibition, % at 20 µM; hits with a dose series show IC50 in µM; 190,000 compounds, 0.66% hits
Insulin prom up cell count: further read-out of Insulin prom up, marked with its call; cell count; measured here: cytotoxicity, nuclei count;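 total cells summed across four imaged fields per well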
* marks the source's active call; other numbers are inactive results; ? = inconclusive; / = no result given. Rule as the data show it, unless noted: active = inhibition above about 50%; inactive = the rest.

Each structure is followed by: TNAP activators | PMI inhibitors | Insulin prom up | Insulin prom up cell count | SV40 large T antigen | PhoP inhibition | ER stress rescue | RSV antiviral HEp-2 | West Nile antiviral | PMI inhibition
> N=c1ccn(Cc2ccc(Cl)cc2)cc1
 : 0.8 | -9.4% | 0.39 | 880 | 17.5% | -1.6% | 0.4% | 3.7% | -0.2% | -7.0%
> CCOC(=O)c1[nH]c2ccccc2c1NC(=S)Nc1ccccc1C
 : 1 | 11.1% | 0.68 | 1224 | 35.3% | 1.3% | -1.5% | 0.9% | / | 1.7%
> O=C(NCCc1ccccc1)C(=O)N/N=C/c1ccccc1C(F)(F)F
 : 1.1 | -5.0% | -0.91 | 961 | 22.5% | -3.3% | 1.1% | 0.1% | -0.6% | -3.2%
> N#C/C(=C\c1ccccc1)C(=O)Nc1ccccn1
 : / | / | / | / | 11.1% | 7.2% | / | 0.1% | -0.5% | /
> COc1cc(/C=C/C(=O)O)cc(S(=O)(=O)N2CCN(S(=O)(=O)c3ccc(Cl)cc3)CC2)c1OC
 : / | / | / | / | 1.9% | 0.5% | / | 4.8% | -0.2% | /
> Cc1cc(C(=O)COC(=O)C2=NN(c3ccccc3)C(=O)CC2)c(C)n1CC(F)(F)F
 : 1.1 | -3.1% | -0.65 | 1343 | 6.9% | 8.5% | 0.0% | -2.1% | 0.2% | -9.5%
> O=C(Nc1nccs1)c1ccccc1Br
 : / | / | / | / | -8.1% | 12.4% | / | 0.8% | -0.3% | /
> CC1CCN(C(=O)CSc2ccc(-c3cccnc3)nn2)CC1
 : / | / | / | / | 1.5% | -2.4% | / | 1.8% | -0.1% | /
> CN1CCN(C(=O)CCCOc2ccc(Cl)cc2Cl)CC1
 : 1 | 0.2% | -1.65 | 1090 | 7.0% | -4.6% | -1.6% | -1.8% | -0.3% | 4.4%
> COC(=O)c1sc(SC)c2c1CC(C)(C)C/C2=N/O
 : / | / | -0.45 | 1468 | 3.0% | -6.7% | / | / | 1.4% | /
> Cc1ccc(CCC(=O)Nc2ccc([N+](=O)[O-])cc2Cl)o1
 : / | / | / | / | 16.4% | -5.3% | / | 2.5% | -1.1% | /
> CCOC(=O)CN1C(=O)S/C(=C/c2cc(C)n(-c3ccccn3)c2C)C1=O
 : 1.1 | 23.8% | / | / | 1.4% | -10.5% | -4.1% | 1.6% | -0.2% | 16.8%
> Cc1nnc(C)n1/N=C/c1cccc(Oc2ccccc2)c1
 : 1 | -14.8% | 0.34 | 936 | 0.9% | -11.1% | -1.0% | 0.0% | -0.1% | -13.1%
> CN(C(=O)CO/N=C/c1ccc(OC(F)F)cc1)C1CCS(=O)(=O)C1 (stereo not given)
 : 1.1 | -8.0% | -0.93 | 1286 | 17.9% | 6.8% | -0.6% | -1.2% | -0.2% | -18.1%
> COc1ccc(C(=O)CN2C(=O)NC3(CCCc4ccccc43)C2=O)cc1OC (stereo not given)
 : 1.1 | -3.9% | -0.13 | 1222 | 24.2% | 3.5% | 3.5% | 0.8% | -0.4% | 5.4%
> Cc1ccccc1NS(=O)(=O)c1cc(C(=O)N2CCCC2)ccc1C
 : 1.1 | 12.5% | / | / | 17.4% | -6.1% | -2.6% | 0.7% | -0.1% | 11.2%
> COc1ccc(S(=O)(=O)N(CC(=O)Nc2ccc(S(=O)(=O)N3CCOCC3)cc2)Cc2ccc(F)cc2)cc1
 : 1.5 | 18.7% | -1.92 | 1320 | -55.7% | 25.3% | 1.2% | -0.4% | -1.6% | 7.0%
> C/C(=N\Nc1ccc(F)cc1F)c1ccc(Br)s1
 : 1.2 | -69.9% | -0.75 | 1286 | 5.5% | -3.3% | -2.3% | 4.0% | -0.3% | -155.5%
> CCOc1ccccc1NC(=O)Cn1cnc2c(cnn2-c2ccc(C)c(C)c2)c1=O
 : 1 | 12.4% | 0.81 | 1122 | 0.7% | 1.1% | -1.8% | 0.3% | 0.2% | 12.5%
> Cc1nc2sc(C(c3cccc(F)c3)N3CCC(O)CC3)c(O)n2n1 (stereo not given)
 : 1.1 | 9.6% | 0.41 | 1584 | 2.4% | -22.6% | 0.1% | 0.6% | 0.2% | 9.6%
> CC1=CC(=C2C(=O)c3ccccc3C2=O)C=C(C)O1
 : 1.1 | -4.3% | 0.57 | 1515 | 10.5% | -12.8% | -0.6% | 0.2% | / | 4.4%
> COc1cc(C(=O)n2nc(C)cc2C)ccc1O
 : 1.1 | -5.6% | -0.36 | 868 | 20.7% | -6.0% | -1.7% | 0.3% | -0.1% | -10.7%
> COc1ccc(S(=O)(=O)NCc2ccccn2)cc1NC(=O)c1ccccc1
 : / | / | / | / | 0.2% | 6.8% | / | 1.5% | 3.0% | /
> CC(CCc1ccccc1)NC(=O)C(Cc1ccccc1)NS(=O)(=O)c1cccs1 (stereo not given)
 : 1.1 | 14.1% | 0.11 | 967 | 0.0% | -0.6% | -2.2% | 0.7% | 0.0% | -0.5%
> CCC(C)(C)NC(=O)C(c1ccc(C)cc1)N(CC1CCCO1)C(=O)c1csnn1 (stereo not given)
 : / | / | / | / | 6.3% | 1.6% | / | -0.1% | -0.5% | /
> O=C(Nc1ccc(F)cc1)Oc1ccccc1N1CCOCC1
 : / | / | -0.01 | 1330 | 4.7% | -10.6% | / | / | 0.4% | /
> O=C(Nc1ccc([N+](=O)[O-])cc1)Nc1ccc(N2CCOCC2)c2nonc12
 : 0.8 | 34.2% | 0 | 1259 | 24.7% | -0.1% | 2.2% | 14.8% | 0.3% | 57.9%*
> O=C(NCc1ccco1)NC(=O)c1csc([N+](=O)[O-])c1
 : / | / | -0.22 | 1049 | 9.3% | -1.8% | / | 1.0% | 0.2% | /
> O=C(Cn1nnc(-c2cccs2)n1)NCCc1ccccc1
 : 1.1 | -7.1% | / | / | -2.5% | 3.2% | -1.0% | 2.6% | -0.1% | -6.8%
> COc1ccc(C(=O)NCC(=O)NCC(=O)OCC(=O)c2ccc(Br)cc2)cc1
 : / | / | / | / | 11.5% | -3.8% | / | 1.0% | -0.7% | /
> CCn1c(SCC(=O)c2[nH]c(C)c(C(C)=O)c2C)nnc1-c1ccccc1
 : 1.1 | -7.1% | -0.92 | 502 | 2.8% | 15.8% | -1.9% | -1.9% | 0.7% | 2.4%
> CCc1nc2ccc(C(=O)N3CCN(c4cc(C)ccc4C)CC3)cc2nc1CC
 : / | / | / | / | 16.1% | -8.2% | / | 5.8% | 0.0% | /
> O=C(Nc1ccncc1)c1c(F)c(F)c(F)c(F)c1F
 : / | / | / | / | 6.1% | -1.4% | / | 0.9% | -0.7% | /
> COc1ccc(N2CCN(C(=O)C3CCN(C(=O)c4ccccc4Cl)CC3)CC2)cc1
 : / | / | / | / | 14.2% | -1.4% | / | 2.5% | -1.4% | /
> CC(C)CNC(=O)CC(=O)N/N=C/c1ccc(F)cc1
 : 1.1 | 5.2% | 1.4 | 1215 | 1.7% | 8.1% | -0.7% | 2.9% | -0.3% | 10.1%
> NS(=O)(=O)c1ccc(N=Cc2ccc(Br)s2)cc1
 : 1.1 | -7.9% | 0.36 | 1252 | 16.1% | -4.5% | -2.7% | 1.6% | -0.2% | -8.1%
> CC(Nc1c([N+](=O)[O-])c(=O)oc2ccccc12)C(Cl)c1ccccc1 (stereo not given)
 : 1.1 | -1.4% | 0.05 | 1415 | 4.4% | -2.8% | -2.2% | 2.2% | -0.1% | -3.4%
> COc1cccc(CNC(=O)Cn2cc3c(n2)CCCCC3)c1
 : 1.2 | -1.2% | 0.65 | 1044 | 2.2% | 2.2% | -0.7% | 0.7% | -0.3% | -6.2%
> CC(C)N1CCc2c(sc(NC(=O)CCS(=O)(=O)c3ccccc3)c2C(N)=O)C1
 : / | / | / | / | 6.8% | -0.9% | / | -0.3% | 3.1% | /
> Cc1c(N2C(=O)C(=O)/C(=C(/O)c3ccc(Cl)cc3)C2c2ccccc2)c(=O)n(-c2ccccc2)n1C (stereo not given)
 : 1.1 | 3.1% | 0.09 | 1101 | 14.5% | -5.5% | -2.4% | 1.2% | 0.0% | -1.4%
> COc1ccc(Nc2ncc(F)c(N3CCOCC3)n2)cc1
 : 1.2 | 11.0% | -0.11 | 1513 | 4.9% | -8.3% | -1.8% | -1.4% | 0.1% | 3.2%
> CN1CCN(C2=Nc3c(Cl)cc(Cl)c4cccc2c34)CC1
 : 0.9 | 0.0% | 0.82 | 1344 | 16.6% | 2.1% | -1.2% | 11.4% | -0.1% | 39.0%
> CC(C)(C)NC(=O)CN(Cc1cccs1)C(=O)CNS(=O)(=O)c1ccccc1
 : 1.1 | -0.6% | -0.4 | 835 | 9.2% | 3.0% | 6.7% | -0.2% | 0.0% | -4.6%
> O=P(COCCO)(c1ccccc1)c1ccccc1
 : 1.1 | 2.1% | -1.11 | 865 | 25.1% | -0.3% | -2.9% | 0.6% | 0.7% | -4.1%
> C=CCn1c(SCC(=O)Nc2ccc(-c3nc4ccc(C)cc4s3)cc2)nnc1-c1ccccc1
 : 1.1 | 5.2% | -0.65 | 1639 | 12.9% | 9.3% | -1.1% | 2.8% | / | -3.2%
> Cc1ccc(S(=O)(=O)NCc2ccc(C(=O)NCCN(Cc3ccccc3)C(C)C)cc2)cc1
 : 1.2 | 1.7% | -0.11 | 979 | -1.6% | -2.9% | 0.2% | -2.7% | -1.3% | 0.1%
> C=CCNC(=O)c1oc2ccc(S(=O)(=O)N3CCCCC3)cc2c1C
 : / | / | / | / | 3.8% | 0.9% | / | 4.0% | 0.3% | /
> Cc1ccc(C)n1C1CCS(=O)(=O)C1 (stereo not given)
 : 1.2 | 0.3% | 0.2 | 1170 | 1.3% | -12.4% | 3.8% | 0.9% | / | 10.3%
> Cc1cc(NS(=O)(=O)c2ccc(N)cc2)no1
 : 1.1 | -10.4% | / | / | 10.6% | 0.9% | -1.8% | 2.2% | 0.4% | -14.9%
> COc1ccc(/C=N/NC(=O)CSCC(=O)Nc2ccccc2)cc1OC
 : 1.1 | -6.8% | -0.44 | 1512 | -3.4% | 27.3% | -2.6% | 0.4% | -0.4% | -5.3%
> O=C(CNC(=O)c1cccs1)N/N=C/c1ccccc1[N+](=O)[O-]
 : / | / | / | / | 21.6% | 12.3% | / | -0.5% | -0.3% | /
> CCCS(=O)(=O)N1CCc2ccc(NC(=O)C3CCCO3)cc2C1 (stereo not given)
 : / | / | / | / | 5.9% | 0.6% | / | -0.1% | -0.6% | /
> COc1ccc(CCC(=O)Nc2cccc(S(=O)(=O)N(C)C)c2)cc1OC
 : 1.1 | 2.0% | / | / | -2.4% | -3.0% | -3.9% | 4.7% | -0.2% | -7.5%
> CCN(CC)CCCNC(=O)c1cc2c(Cl)nc3ccccc3c2s1
 : 1 | 11.0% | -0.73 | 1200 | -5.5% | 2.9% | -9.1% | -3.8% | ? | 6.4%
